SRC3 TRFRET art – counter-screen for PPARgamma SRC-3 recruitment agonists: TR-FRET artefact | PPARgamma/SRC-3 format; active compounds read high | TR-FRET ratio at 8 µM | actives 0.39% (n = 99,000) | AID 1048; in the data active = TR-FRET ratio above about 2000; note: inactives centre near 1600; reference of the scale not given here
SRC1 TRFRET art – flags TR-FRET format artefacts in PPARgamma SRC-1 recruitment agonist screen. TR-FRET detection artefact counter-screen, emission ratio; active compounds read high. TR-FRET ratio at 8 µM. actives 0.34% (n = 99,000). AID 1051; in the data active = TR-FRET ratio above about 2300; note: inactives centre near 1800; reference of the scale not given here
* marks the source's active call; other numbers are inactive results. This is a subset; rates above refer to the full screens.

Molecule	SRC1 TRFRET art	SRC3 TRFRET art
Cc1cccc(C)c1NC(=O)C(NC(=O)CN1C(=O)c2ccccc2C1=O)c1ccccc1 (centres undefined)	1711	1529
Cc1ccccc1OCC(=O)Nc1nc(C)c(C(=O)N(C)C)s1	1900	1510
O=C(CN1C(=O)C2C3C=CC(C3)C2C1=O)Nc1ccc(S(=O)(=O)N2CCCCC2)cc1 (centres undefined)	1920	1472
Cc1nn(C)c(C)c1NC(=O)c1cc2nc(-c3ccco3)cc(C(F)(F)F)n2n1	1742	1277
CC(=O)C1=C(C)N(CC2CC2)C(=O)N[C@H]1c1ccc(Br)cc1	1658	1348
O=C(O)C1CCC(Cn2c(SCc3cc(=O)n4cc(Cl)ccc4n3)nc3ccsc3c2=O)CC1 (centres undefined)	1738	1569
C=CCSc1nc(C)c(CCCC)c(=O)[nH]1	2053	1463
Cc1ccc(CNC(=O)COC(=O)CSc2cc(C)c(Br)cc2C)cc1	1705	1605
COCc1nnc(NC(=O)c2ccccc2[N+](=O)[O-])s1	1735	1681
O=C(Nc1nnc(-c2ccco2)o1)c1ccc(Cl)cc1	1746	1395
COc1cc(/C=N/NC(=O)C(=O)NCc2cccnc2)cc(OC)c1OC	1696	1576
CCC(C)[C@H](NC(=O)NCc1ccc(S(N)(=O)=O)cc1)C(=O)OC (some centres undefined)	1751	1619
COc1ccc(S(=O)(=O)NC(N)=NCCc2ccc(OC)c(OC)c2)cc1	1891	1496
CCN(CC(=O)Nc1ccc(NC(C)=O)cc1)CC(=O)Nc1ccc(F)c(Cl)c1	1737	1632
O=C(CN1C(=O)C(=O)N(Cc2ccccc2)C1=O)Nc1ccc(F)c(Cl)c1	1738	1509
O=C(NCc1ccccc1)/C(=C/c1ccco1)NC(=O)c1ccco1	1707	1522
S=C(Nc1ccc(Cl)cc1)c1nc2ccccc2[nH]1	1600	1554
Cc1c(C(=O)N2CCc3ccccc3C2)oc2ccc(S(=O)(=O)N3CC(C)CC(C)C3)cc12 (centres undefined)	1981	1466
CCS(=O)(=O)c1ccc2c(c1)N(S(=O)(=O)c1ccc(C)cc1)CC(C(=O)O)O2 (centres undefined)	1397	1480
CCCCn1c(=S)[nH]c2ccccc2c1=O	1743	1382
COCC(=O)Nc1ccc([N+](=O)[O-])cc1OC	1853	1586
O=C(NCCO)c1cc([N+](=O)[O-])cc2c1C=Cc1ccccc1O2	1688	1420
O=C(c1ccccc1SCc1ccc(F)cc1)N1CCOCC1	1814	1471
COc1cccc(C(c2sc3nc(C)nn3c2O)N2CCC3(CC2)OCCO3)c1 (centres undefined)	2007	1347
Cc1nc2ccccc2nc(C)c1=NOCc1cccc(F)c1	1791	1419
O=C(COc1ccccc1)N1c2ccccc2Sc2ccccc21	1600	1495
Cc1cc(C)nc(N(C#N)Cc2cccc([N+](=O)[O-])c2)n1	1558	1716
CC(C)(C)NS(=O)(=O)c1ccc(NC(=O)Cc2ccccc2[N+](=O)[O-])cc1	1771	1464
Cc1ccc(-c2c[n+](CC(=O)OCc3ccccc3)c3n2CCC3)cc1	1885	1448
COc1ccc(C2CC2/C(=N/O)c2ccccn2)cc1 (centres undefined)	2117	1510
Cc1ccc(S(=O)(=O)N/N=C\c2cc3c(cc2Br)OCO3)cc1	1611	1552
O=C(Cn1cnc2c(nnn2Cc2ccc(F)cc2)c1=O)Nc1cccc(F)c1	2013	1656
COc1ccc(NCC(=O)N/N=C/c2ccc3c(c2)OCCO3)cc1	1670	1605
O=C(C1=C[C@H](c2ccc(C(F)(F)F)cc2)C[C@H](OCc2ccc(CO)cc2)O1)N1CCN(Cc2ccc3c(c2)OCO3)CC1	2203	1768
CCOc1cc(N2CCOCC2)c(OCC)cc1NC(=O)CN1C(=O)NC(CC(C)C)C1=O (centres undefined)	1690	1666
Cc1csc(NC(=O)C2=NN(c3ccccc3)C(=O)CC2)n1	1649	1626
COc1ccccc1CNCc1cc(OC)c(OC)c(OC)c1	1971	1815
CC(C)(C)NC(=O)c1ccc(NC(=O)CSc2ccccc2)cc1	1802	1585
COCCCNC(NC(=O)c1ccc(Br)cc1)C(Cl)(Cl)Cl (centres undefined)	2045	1666
O=C(Nc1ccc(C(F)(F)F)cc1-c1ccccc1)c1ccccc1	1752	1616
Cc1cc(N2CCN(S(=O)(=O)c3ccc(Cl)c(Cl)c3)CC2)c2ccccc2n1	1756	1528
COc1ccc(CN=C2NN=C(c3cccc(OC)c3)CS2)cc1	1877	1626
Cn1cc(CNCC2CCCO2)c(-c2ccc(Oc3ccccc3)cc2)n1 (centres undefined)	1653	1445
COc1ccc(C(=O)NC2CCN(C(=S)NCCc3ccccc3)CC2)cc1	1880	1435
Cc1cc(OCCn2ccnc2)cc(C(C)C)c1	1941	1705

Reprinted from the part before: 2 compounds, then new ones.
Molecule	SRC1 TRFRET art	SRC3 TRFRET art
COc1ccc(C(=O)NC2CCN(C(=S)NCCc3ccccc3)CC2)cc1	1880	1435
Cc1cc(OCCn2ccnc2)cc(C(C)C)c1	1941	1705
Cc1ccc(-c2nnc(SCC(=O)N3CC(C)CC(C)C3)o2)cc1C (centres undefined)	1848	1815
COc1ccc(Cl)cc1NC(=O)CN1CCCCCC1	1852	1545
CC(=O)Nc1ccc(OCC(O)CN2C(C)CCCC2C)cc1 (centres undefined)	1701	1437
CCNc1nc(C(=O)O)nc(N2CCOCC2)n1	1806	1484
Cc1nn(C2CCS(=O)(=O)C2)c(Cl)c1/C=C/C(=O)OCC(=O)c1cc(C)n(-c2ccc(F)cc2)c1C (centres undefined)	1892	1590
C=CCNC(=S)NNC(=O)COc1c(Cl)cc(Cl)cc1Cl	1628	1530
Cc1ccc(C(NC(=O)NC(C)c2ccccc2)C(Cl)(Cl)Cl)cc1F (centres undefined)	1866	1566
O=C(O)c1nn(CC(=O)N2CCCCCC2)c(=O)c2ccccc12	1817	1430
COCCNC(=O)/C(C#N)=C/c1cccc(/C=C(\C#N)C(=O)NCCOC)c1	1894	1542
COc1ccc(CNC(=O)CSCc2c(F)cccc2Cl)cc1	1700	1544
Cc1ccc(NC(=O)N2CCSc3ccccc32)cc1	1959	1788
C=CCNC(=O)CN(c1cc(Cl)ccc1OC)S(=O)(=O)c1ccc(C)c([N+](=O)[O-])c1	1563	1416
c1cncc(-c2nc(N3CCOCC3)c3c4c(sc3n2)CCC4)c1	1835	1377
Cc1[nH]nc(-c2ccc(O)cc2O)c1-c1nc2ccccc2s1	2043	1876
N#Cc1cc([N+](=O)[O-])ccc1N1CCN(c2ccccc2O)CC1	2130	1741
CC(=O)C1=C(C)NC2=C(C(=O)CC(C)(C)C2)C1C (centres undefined)	1781	1647
CCOC(=O)c1cnc2c(OC)cccc2c1NCc1cccnc1	1841	1710
Nc1c2c(nc3ccc(Br)cc13)N(C1CCCCC1)CC2	1964	1619
COc1cc(OC)c(C2SCCS2)c(OC)c1	1641	1531
CC1CCCN(c2nc3nonc3nc2Nc2ccccc2F)C1 (centres undefined)	1791	1396
Cc1ccc(/C=N/NC(=O)CSc2nnc(-c3ccc(Cl)cc3)n2-c2ccccc2)o1	1569	1378
O=C(NC(=S)NCC1CCCO1)c1cccc([N+](=O)[O-])c1 (centres undefined)	1800	1385
C[N+](C)(CC#Cc1ccccc1)CC(=O)c1ccccc1	1837	1432
COc1ccc2[nH]c(=O)c(CN(Cc3cccs3)C(=S)Nc3ccccc3)cc2c1	1677	1637
O=C(/C=C/c1ccccc1Cl)N(c1ccccn1)C1CCCCC1	1796	1421
NCCOc1cnn(-c2ccccc2Cl)c(=O)c1Cl	1605	1314
O=C(CCCN=C1NS(=O)(=O)c2ccccc21)OCc1cc([N+](=O)[O-])cc2c1OCOC2	1831	1594
CCOc1cc(N2CCOCC2)c(OCC)cc1NC(=O)c1ccccc1C	1607	1384
CC(NS(=O)(=O)c1cccc(Cl)c1)C(=O)N(C)C1CCN(C)CC1 (centres undefined)	1535	1818
Cc1ccc(S(=O)(=O)N2CCC(=O)N(CCOCc3ccccc3C)CC2)cc1	1487	1361
CC(C)(C)c1cc(=O)n(-c2ccccc2)[nH]1	1771	1516
CN1C2CCC1/C(=C/c1cccn1C)C(=O)/C2=C\c1cccn1C	1901	1592
Cc1ccc(NC(=O)CN(C)Cc2ccc(Cl)cc2)cc1	1759	1404
CC(=O)c1ccc(N2CCN(C(=O)c3ccc4c(Cl)c5c(nc4c3)CCCC5)CC2)cc1	1984	1427
O=C(COC(=O)CSc1ccc2ccccc2c1Br)NC1CC1	1903	1549
CCOc1ncccc1C(=O)OCC(=O)Nc1cccc(S(N)(=O)=O)c1	1939	1631
NC(=O)CCC1NC(=S)N(Cc2ccccc2)C1=O (centres undefined)	1795	1605
c1ccc(-c2cc(-c3ccncc3)nc3ccc4ccccc4c23)cc1	1416	1435
O=S(=O)(NCC(c1cccnc1)N1CCOCC1)c1ccccc1 (centres undefined)	1878	1661
Cn1c(Cl)c(/C=N/OC(=O)C2CC2)c2ccccc21	1802	1470
CCOc1ccc(NC(=O)c2ccc(NCC(=O)N3CCCCCC3)cc2)cc1	2017	1547
CCn1c(-c2ccccc2SC)n[nH]c1=S	1866	1816
CC(C)c1ccc(S(=O)(=O)N2CCN(C(=S)NCc3ccco3)CC2)cc1	1723	1458
Cc1ccccc1Nc1nnc(SCC(=O)NC(=O)NCc2ccco2)s1	1897	1599
COc1cc2c(cc1OC)C(=O)NCC(C)(C)O2	1750	1628

An excerpt of these results, with values under each structure.
Sequence of screens – SRC1 TRFRET art, SRC3 TRFRET art
- Cc1ccc(NC(=O)CN(C)Cc2ccc(Cl)cc2)cc1
 : 1759, 1404
- CC(=O)c1ccc(N2CCN(C(=O)c3ccc4c(Cl)c5c(nc4c3)CCCC5)CC2)cc1
 : 1984, 1427
- O=C(COC(=O)CSc1ccc2ccccc2c1Br)NC1CC1
 : 1903, 1549
- CCOc1ncccc1C(=O)OCC(=O)Nc1cccc(S(N)(=O)=O)c1
 : 1939, 1631
- NC(=O)CCC1NC(=S)N(Cc2ccccc2)C1=O (centres undefined)
 : 1795, 1605
- c1ccc(-c2cc(-c3ccncc3)nc3ccc4ccccc4c23)cc1
 : 1416, 1435
- O=S(=O)(NCC(c1cccnc1)N1CCOCC1)c1ccccc1 (centres undefined)
 : 1878, 1661

(listing goes on)
Molecule	SRC1 TRFRET art	SRC3 TRFRET art
C=CCN1C(=O)N/C(=C/c2ccc(N3CCOCC3)o2)C1=O	1885	1480
COC(=O)c1ccc(N2NC(=O)/C(=C/c3ccc(-c4ccc(Cl)c(C(=O)O)c4)o3)C2=O)cc1	2067	1890
O=C(NCC1OCCCN1S(=O)(=O)c1cc(F)ccc1F)C(=O)NC1CCCCC1 (centres undefined)	1608	1263
CCN(CC)CCOC(=O)c1ccc(NC(=O)CNC(=O)c2ccccc2)cc1	1579	1532
COC(=O)c1ccccc1NC(=S)NC(C)=O	1879	1552
Cc1nc(N/N=C/c2ccccn2)sc1C	2017	1649
O=C(O)c1ccc(-c2nc(-c3ccccc3)c(-c3ccccc3)[nH]2)cc1	1751	1658
O=C(C[n+]1ccc2ccccc2c1)c1cccc2ccccc12	1805	1691
O=C(NCC1CCCO1)c1cc(C(=O)C2CCCCC2)c[nH]1 (centres undefined)	1727	1632
Cc1ccccc1Nc1nnc(SCC(=O)Nc2ccccc2[N+](=O)[O-])s1	1483	1544
COc1ccc(CC2(CO)CCN(C(C)Cc3ccc(Cl)cc3)CC2)cc1 (centres undefined)	1369	1439
C(=C\c1ccccc1)/CSc1nnc(-c2ccncc2)n1Cc1ccco1	1859	1508
O=C(Nc1ccc(F)c([N+](=O)[O-])c1)c1cccs1	2019	1722
O=C1N(C2CCCC2)C[C@@H]2C[C@@H](c3cn[nH]c3-c3ccc(Cl)cc3)N3CCC[C@@]123	1709	1584
CCN(Cc1ccncc1)C(=O)c1cc(Br)cc(Br)c1O	1538	1391
COc1ccc(CC2(CO)CCN(Cc3cnc(-c4ccccc4C)nc3)CC2)cc1	1745	1394
O=S(=O)(c1ccc(Oc2ccc(S(=O)(=O)N(CCO)CCO)cc2)cc1)N(CCO)CCO	1683	1520
CCCCc1ccc(NC(=S)NCCCN2CCOCC2)cc1	1528	1653
O=c1[nH]c(CN2CCN(c3ccccc3)CC2)nc2scc(-c3ccccc3)c12	1728	1598
COc1cc(C(=O)NC(CCSC)C(=O)OCC(=O)C(C)(C)C)cc(OC)c1OC (centres undefined)	1975	1485
O=S(=O)(Nc1nc2cc3c(cc2nc1Cl)OCCO3)c1ccccc1	1998	1820

Compound activity: PubChem, The Scripps Research Institute Molecular Screening Center
